Rab7 wt GTP bind – modulators of GTP binding to Rab7, primary screen, biochemical, wildtype, multiplex bead flow cytometry; Rab7 GTPase wild type (dog), Bodipy-FL-GTP binding; GST-Rab7 beads, fluorescent GTP binding; actives lie on both sides; untreated = 100%, excess cold GTP = 0%; 190,000 tested, 0.055% active; GTP binding activity (percent of control), % at 10 µM;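 active means fluorescent GTP binding to Rab7 beads changed by at least 20 points from the 100% baseline, either direction, mostly lower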;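 further: median green fluorescence of bound Bodipy-FL-GTP per Rab7 bead population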
HRas wt GTP bind – modulators of GTP binding to HRas wildtype, primary screen, biochemical, bead-based flow cytometry, multiplex; GTPase HRas (Homo sapiens), P01112; GST-Ras wt beads, Bodipy-FL-GTP binding; actives lie on both sides; GTP binding activity, % at 10 µM; 190,000 tested, 0.14% active;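 active means GTP binding activity at least 20% away from the 100% baseline, either lowered as inhibitor or raised as activator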;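 further: 0% = unlabeled GTP competition control and 100% = no-compound control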
Rab2A wt mod – modulators of GTP binding to Rab2A wildtype, primary screen, biochemical, dog, bead-based flow cytometry, multiplex; GTP binding activity, % at 10 µM; Ras-related protein Rab-2A (Canis lupus familiaris), P61105; 190,000 tested, 0.19% active; GST-Rab2 wt beads, Bodipy-GTP binding;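 active means GTP binding activity at least 20 points away from 100%, either lowered or raised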;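 further: 0% = beads with excess unlabeled GTP and 100% = no-compound control corrected for plate trend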
Mcl1-Bid inh – Mcl-1/Bid binding inhibitors, primary screen, biochemical, TR-FRET, 1536-well; Induced myeloid leukemia cell differentiation protein Mcl-1 (Homo sapiens), Q07820; TR-FRET Mcl-1/Bid-Dy647 peptide binding; inhibition, % at 21.7 µM; 220,000 tested, 0.97% active; AID 1021, 2008;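 active means compounds that cut the binding signal by more than half at the single screening dose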;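 further: His-tagged Mcl-1 with europium anti-His antibody binding Bid BH3 peptide; 0% = Mcl-1 plus peptide wells and 100% = peptide-only wells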
Target sequence (Q07820 whole entry, looked up): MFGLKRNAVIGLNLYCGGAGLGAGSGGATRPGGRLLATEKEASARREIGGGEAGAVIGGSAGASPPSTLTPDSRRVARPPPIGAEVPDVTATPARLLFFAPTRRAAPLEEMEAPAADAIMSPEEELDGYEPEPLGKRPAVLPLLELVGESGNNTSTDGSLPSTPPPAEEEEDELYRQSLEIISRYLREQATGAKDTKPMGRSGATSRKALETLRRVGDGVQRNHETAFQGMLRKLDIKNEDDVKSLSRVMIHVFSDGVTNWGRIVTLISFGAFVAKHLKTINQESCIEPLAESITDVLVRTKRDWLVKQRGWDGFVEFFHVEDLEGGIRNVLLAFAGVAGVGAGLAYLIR
Mcl1 Noxa PPI – Mcl-1/Noxa binding inhibitors, primary screen, biochemical, TR-FRET, 1536-well; TR-FRET Mcl-1/Noxa peptide binding, 2 h; 220,000 tested, 1.5% active; Induced myeloid leukemia cell differentiation protein Mcl-1 (Homo sapiens), Q07820; inhibition, % at 21.7 µM;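 active means compounds that cut the protein-peptide binding signal by more than 50% relative to plate controls in a single-dose test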;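 further: His-tagged Mcl-1 with rhodamine Noxa BH3 peptide and terbium anti-His antibody; 0% = Mcl-1 plus Noxa peptide wells and 100% = peptide-only wells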
Cdc42 wt – modulators of GTP binding to wildtype Cdc42, primary screen, biochemical, multiplex bead flow cytometry, Bodipy-GTP; Cell division control protein 42 homolog (Homo sapiens), P60953; percent activity (GTP binding), % at 10 µM; 190,000 tested, 0.2% active; GST-Cdc42 beads; actives lie on both sides;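 active means percent activity GTP binding at least 20 points away from the 100% baseline, either down as inhibitor or up as activator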;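 further: median bead fluorescence of bound Bodipy-FL-GTP at 100 nM; 0% = excess unlabeled GTP control and 100% = no compound control; below 100% means less GTP binding so inhibitor and above means activator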
Target sequence (P60953 whole entry, looked up): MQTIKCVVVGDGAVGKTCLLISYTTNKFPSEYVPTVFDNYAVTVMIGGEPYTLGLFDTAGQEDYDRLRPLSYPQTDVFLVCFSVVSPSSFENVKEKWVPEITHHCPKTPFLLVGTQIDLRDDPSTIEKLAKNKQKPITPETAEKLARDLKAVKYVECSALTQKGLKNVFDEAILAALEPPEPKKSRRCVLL
Rac1 wt GTP bind – wildtype Rac1 GTP binding modulators, primary screen, biochemical, GST-Rac1 beads, flow cytometry, multiplex; fluorescent GTP binding; actives lie on both sides; 0 = cold GTP competed, 100 = untreated; 190,000 tested, 0.27% active; AID 757, 2007; GTP binding activity (% of control), % at 10 µM; Ras-related C3 botulinum toxin substrate 1 (Homo sapiens), P63000;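 active means GTP binding activity at least 20 points away from the 100% control level, either lower or higher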
Rac1 act GTP bind – GTP binding modulators of activated mutant Rac1, primary screen, biochemical, bead-based flow cytometry, multiplex, fluorescent GTP; Ras-related C3 botulinum toxin substrate 1 (Homo sapiens), P63000; GST-Rac1 activated beads; actives lie on both sides; 100% means binding = to untreated wells; percent activity (GTP binding), % at 10 µM; 190,000 tested, 0.11% active; AID 764, 2007;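 active means GTP binding at least 20 percentage points away from the 100% baseline, in either direction, so actives lie on both sides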
Bim-Mcl-1 – inhibitors of Bim peptide binding to Mcl-1, primary screen, biochemical, bead-based flow cytometry, multiplex. AID 1009, 2008. Bim peptide-Mcl-1 binding. 190,000 tested, 0.1% active. Induced myeloid leukemia cell differentiation protein Mcl-1 (Homo sapiens), Q07820. inhibition, % at 10 µM; in the data active means inhibition above about 40%;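 further: 0% = no compound tracer wells and 100% = peptide blocker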
Pf gamet viab – late stage P. falciparum gametocyte viability inhibitors, primary screen, ATP luminescence, HTS; AID 743093, 2013; P. falciparum stage V gametocytes, 24 h; inhibition, % at 10.9 µM; 150,000 tested, 0.065% active;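 active means inhibition above the mean plus 3 SD of compounds within the control limits, set per campaign, cut at about 38% in these data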;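 further: 0% = DMSO wells and 100% = medium only without gametocytes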
RGS8-Gao – RGS8-Galphao binding modulators, primary screen, biochemical, multiplexed bead flow cytometry; actives lie on both sides; AID 1423, 2008; 220,000 tested, 0.34% active; response (percent of control binding), % at 10 µM; in the data active means response below about 60% or above about 140%; inactive means in between;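 further: Galphao activated as the GDP aluminium fluoride complex binding bead-coupled RGS8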
Target sequence (P09471 whole entry, looked up): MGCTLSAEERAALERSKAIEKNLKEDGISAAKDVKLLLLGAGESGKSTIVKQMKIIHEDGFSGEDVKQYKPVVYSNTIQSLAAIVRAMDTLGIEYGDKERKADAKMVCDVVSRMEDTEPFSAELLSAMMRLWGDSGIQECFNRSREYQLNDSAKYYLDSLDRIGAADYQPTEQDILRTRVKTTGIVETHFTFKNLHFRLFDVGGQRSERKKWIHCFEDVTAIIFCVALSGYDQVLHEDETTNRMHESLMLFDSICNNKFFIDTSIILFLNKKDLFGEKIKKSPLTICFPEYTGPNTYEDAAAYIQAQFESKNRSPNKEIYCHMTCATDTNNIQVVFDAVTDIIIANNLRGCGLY
Numbers without * were called inactive; x = no result given.

SMILES	Rab7 wt GTP bind	HRas wt GTP bind	Rab2A wt mod	Mcl1-Bid inh	Mcl1 Noxa PPI	Cdc42 wt	Rac1 wt GTP bind	Rac1 act GTP bind	Bim-Mcl-1	Pf gamet viab	RGS8-Gao
O=C(NC1(C(F)(F)F)C(=O)Nc2c1c(=O)[nH]c(=O)n2Cc1ccccc1)c1ccc(Cl)cc1 (stereo not given)	99	98	98	-6	-1	99	103	97	-2	-1	104
CCOc1cc(N2CCOCC2)c(OCC)cc1NC(C)C(=O)N1CCN(CC)CC1 (stereo not given)	104	99	100	5	28	103	98	98	4	x	102
CCCOc1ccc(N2C(=O)CC(N(Cc3ccco3)C(C)=O)C2=O)cc1 (stereo not given)	98	95	96	-23	-9	99	96	97	0	-1	110
CCC1NC(=S)N(C2CCCCC2)C1=O (stereo not given)	98	102	97	-40	0	103	100	93	3	x	100
COc1ccccc1NC(=O)C1=C(C)Nc2nc(-c3ccccc3)nn2C1c1ccccn1 (stereo not given)	101	99	98	-19	0	101	107	98	-4	x	102
CCSc1nnc([C@H](C)NC(=O)OC(C)(C)C)o1	100	96	98	1	3	100	103	98	-2	-19	99
O=C(c1ccc2snnc2c1)N1CCCC1	99	101	100	0	17	102	106	100	-4	x	102
CC(C)Cn1c(CNC(=O)c2ccccc2)nc2ccccc21	102	102	100	-14	10	101	103	99	-9	x	79
Cc1cc(C(F)(F)F)nc(SCc2ccc(C(=O)O)o2)n1	95	99	99	-6	22	103	98	98	-1	21	97
CC(C)Cc1nnc(NC(=O)CCC(=O)N2CCOCC2)s1	100	101	100	-17	-23	101	105	99	0	x	99

Quoted from the listing.
Pf gamet viab result of CCSc1nnc([C@H](C)NC(=O)OC(C)(C)C)o1 : -19
Mcl1-Bid inh result of Cc1cc(C(F)(F)F)nc(SCc2ccc(C(=O)O)o2)n1 : -6
Rac1 act GTP bind result of CCOc1cc(N2CCOCC2)c(OCC)cc1NC(C)C(=O)N1CCN(CC)CC1 (stereo not given) : 98

(listing goes on)
SMILES	Rab7 wt GTP bind	HRas wt GTP bind	Rab2A wt mod	Mcl1-Bid inh	Mcl1 Noxa PPI	Cdc42 wt	Rac1 wt GTP bind	Rac1 act GTP bind	Bim-Mcl-1	Pf gamet viab	RGS8-Gao
Cc1ccc(-n2c(C)cc3c2CCCC3=O)cc1	100	101	100	-44	2	104	109	98	5	x	99
CCCNC(=O)C12CCC(C)(c3nc4cc(C)c(C)cc4nc31)C2(C)C (stereo not given)	98	96	96	2	-15	96	99	98	0	9	106
O=C(c1ccccc1)N1CCCCC(Cl)C1=O (stereo not given)	100	97	95	-12	8	96	106	100	-3	5	100
CC(C)(C)C1CCC(OCC(O)CN2CCN(Cc3ccccc3)CC2)CC1 (stereo not given)	100	101	101	43	30	106	105	99	-24	2	103
O=C(Nc1nnc(-c2ccncc2)o1)C1CCCCC1	99	103	103	-34	-17	101	103	101	-3	x	98
Cc1ccc2nc(-c3ccc(N4C(=O)CC(N5CCN(CCO)CC5)C4=O)cc3)sc2c1 (stereo not given)	98	101	99	-31	6	102	106	101	-1	-14	101
CO/N=C(/CS(=O)c1ccc(Br)cc1)c1ccc(OC)cc1 (stereo not given)	98	103	102	-13	7	103	109	101	-9	x	101
Cc1ccc(S(=O)(=O)N2CCC(=O)N(C(COCc3ccccc3)C(C)C)CC2)cc1 (stereo not given)	102	101	102	-2	2	100	100	96	-2	x	101
Cc1oc(-c2ccc(Cl)cc2)nc1CN1CCC(C(=O)NCCCN2CCOCC2)CC1	97	95	97	-37	14	97	95	94	-2	-9	101
CCCCCCCC(=O)NNC(=O)Cc1ccccc1	94	95	96	-12	x	97	93	95	0	x	103
COc1ccccc1N1CCN(CC(=O)c2c(C)n(C)c3ccccc23)CC1	98	101	99	-31	-1	100	101	99	-2	x	99
COC(=O)COc1ccc(-c2nn(C)c(=O)c3ccccc23)cc1	97	100	99	2	11	100	105	100	4	x	104
COC(=O)Cc1cc(=O)n(-c2nc3ccccc3[nH]2)[nH]1	105	99	100	-100	-67	101	100	98	-3	x	101
CC(=O)C1C(c2ccccc2OC(F)F)NC(=O)NC1(O)C(F)(F)F (stereo not given)	105	106	105	-2	1	108	107	103	0	-20	102
CCCCOc1ccccc1/C=N/NC(=O)CC#N	98	97	97	-21	23	96	101	94	-22	-5	100
CCOc1ccccc1NC(=O)c1ccc(F)c(S(=O)(=O)N2CCC3(CC2)OCCO3)c1	99	98	97	-17	-2	99	95	96	0	-4	96
COc1ccc(O/C(=N\S(=O)(=O)c2ccccc2)c2ccccc2)cc1	98	98	95	-1	19	98	94	95	-2	-9	94
CC(c1ccc(F)cc1)n1cc(C(=O)NCc2ccccn2)nn1 (stereo not given)	94	94	93	9	13	96	97	96	-21	x	122
O=C(c1cn(-c2ccccc2)nc1-c1cc2ccccc2oc1=O)N1CCOCC1	106	96	101	-5	21	98	97	94	1	x	102
COCc1cc(C)nc(OC)c1C(N)=O	105	97	97	-11	9	96	93	94	0	x	89
CCCc1cc(=O)n2[nH]c(Cc3ccccc3)nc2n1	100	96	97	7	17	94	97	96	-2	-17	102
COc1ccc(N(CC(=O)Nc2ccc3c(c2)OCCO3)S(=O)(=O)c2c(C)noc2C)cc1	96	95	96	11	29	98	94	96	-1	-22	102
COc1ccc(OC)c(NC(=O)CN(c2ccc(OC)c(Cl)c2)S(C)(=O)=O)c1	102	102	102	0	2	102	102	101	-2	x	103
Cc1noc(NS(=O)(=O)c2ccc(NC(=O)C34CC5CC(C3)CC(n3cnc(Cl)n3)(C5)C4)cc2)c1C	99	96	96	-24	14	99	98	96	28	-17	87
O=C(CSc1nccn1-c1ncc(C(F)(F)F)cc1Cl)c1ccc(Cl)cc1	105	107	105	-30	-2	106	105	101	-1	x	98
Cc1cc2cc3c(cc2nc1SCC(=O)N1c2ccccc2CC1C)OCO3 (stereo not given)	104	103	102	-1	-46	103	107	100	1	-18	101
Cc1cccc(C)c1N1CCN(C(=O)N2CCOCC2)CC1	93	93	90	-88	7	90	94	89	4	12	103
N#C/C(=C(/O)CCl)c1nnc2n1CCCCC2	98	95	96	-21	32	95	94	92	0	10	99
Cc1ccc(C)c(NC(=O)CCC(=O)N/N=C/c2cc([N+](=O)[O-])ccc2O)c1	100	95	94	-41	-23	90	95	92	-1	12	98
CCOc1cc(Br)ccc1S(=O)(=O)N1CCC(C(N)=O)CC1	101	105	98	-18	12	100	107	101	-4	3	95
O=C(/C=N/O)NCCCn1ccnc1	100	103	101	-9	4	106	102	104	-4	9	94
CCN(C(=O)CN1CCN(c2ccc(O)cc2)CC1)c1c(N)n(Cc2ccccc2)c(=O)[nH]c1=O	99	101	101	-40	45	104	104	101	2	5	99
COc1cc([N+](=O)[O-])ccc1NC(=O)COC(=O)C=C(C)C	100	98	98	24	-10	95	100	99	0	12	107
COC(=O)C(Cc1ccccc1)NC(=O)C12CC3CC(CC(C3)C1)C2 (stereo not given)	100	101	98	-49	0	103	104	101	-2	2	98
CSCCC(NS(=O)(=O)c1ccc2c(c1)OCCO2)C(=O)NCCc1ccccn1 (stereo not given)	97	97	97	-17	4	96	95	94	-3	18	104
Cn1c(=O)n(C)c2cc([N+](=O)[O-])c(N3CCN(C(=O)c4ccc(F)cc4)CC3)cc21	102	97	97	-27	13	94	100	96	1	x	97
O=C(N/N=C\c1ccc2c(c1)OCO2)c1ccco1	93	97	94	-3	12	101	100	98	-3	-7	101
CC1CC(=O)Nc2ccccc2N1C(=O)CN1CCN(c2ccccc2)CC1 (stereo not given)	96	100	100	-42	12	99	102	98	-3	-3	101
CCn1nnnc1SCC(=O)c1ccc2c(c1)OCCO2	100	101	101	-11	-14	103	104	99	4	x	97
NC(=O)c1ccc(NC(=O)c2ccccc2S(=O)(=O)c2ccccc2[N+](=O)[O-])cc1	98	100	99	28	-11	107	108	102	-1	-3	101
CCc1ccc(NC(=O)c2cc(C(C)C)on2)cc1	100	103	101	-24	4	103	106	102	-2	x	99

Grouped by structure: those above containing a Cl atom (seven)
SMILES	Rab7 wt GTP bind	HRas wt GTP bind	Rab2A wt mod	Mcl1-Bid inh	Mcl1 Noxa PPI	Cdc42 wt	Rac1 wt GTP bind	Rac1 act GTP bind	Bim-Mcl-1	Pf gamet viab	RGS8-Gao
O=C(NC1(C(F)(F)F)C(=O)Nc2c1c(=O)[nH]c(=O)n2Cc1ccccc1)c1ccc(Cl)cc1 (stereo not given)	99	98	98	-6	-1	99	103	97	-2	-1	104
O=C(c1ccccc1)N1CCCCC(Cl)C1=O (stereo not given)	100	97	95	-12	8	96	106	100	-3	5	100
Cc1oc(-c2ccc(Cl)cc2)nc1CN1CCC(C(=O)NCCCN2CCOCC2)CC1	97	95	97	-37	14	97	95	94	-2	-9	101
COc1ccc(OC)c(NC(=O)CN(c2ccc(OC)c(Cl)c2)S(C)(=O)=O)c1	102	102	102	0	2	102	102	101	-2	x	103
Cc1noc(NS(=O)(=O)c2ccc(NC(=O)C34CC5CC(C3)CC(n3cnc(Cl)n3)(C5)C4)cc2)c1C	99	96	96	-24	14	99	98	96	28	-17	87
O=C(CSc1nccn1-c1ncc(C(F)(F)F)cc1Cl)c1ccc(Cl)cc1	105	107	105	-30	-2	106	105	101	-1	x	98
N#C/C(=C(/O)CCl)c1nnc2n1CCCCC2	98	95	96	-21	32	95	94	92	0	10	99

Compound activity from PubChem BioAssay.
